# TSG101-PTAP inh: qHTS Assay for Iinhibitors of HIV-1 Budding by Blocking the Interaction of PTAP/TSG101; Tumor susceptibility gene 101 protein (Homo sapiens), Q99816; Fluorescence polarization, FITC-PTAP peptide / Tsg101 binding; Potency, µM (series often up to 115 µM), for the others: at the highest dose activity change, negative = inhibition, most hits filed as inhibitors; 340,000 tested, under 10 active; AID 493005, 2010; active = well fitted inhibition curve with a large enough effect in the main read-out, with a control signal flat, not every such curve was filed as active; inconclusive = small, poorly fitted or top-dose-only effect, or effect the other way, or a change in a side signal; inactive = no such curve, though single readings can be large or run the other way; also: potency is read from the fitted curve at half-maximal effect; % of control where 0% means no effect
#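 Fluorescence polarization binding of Tsg101 binding domain (10 uM final) to FITC-labeled PTAP peptide (50 nM final) in HEPES pH 7.5 buffer with NaCl, Tween 20, EDTA, TCEP. Compounds added before peptide; binding 20 min at RT.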
# uPA generation: qHTS for Inhibitors of Cell Surface uPA Generation; Potency, µM (titrated, usually from 38.3 µM), for the others: at the top dose activity change, negative = inhibition, hits mostly inhibitors; 330,000 tested, 0.31% active; AID 540303, 2011; cell surface uPA generation assay, qHTS; active = well fitted inhibition curve with a large enough effect; inconclusive = small, poorly fitted or top-dose-only effect; inactive = no such curve, though single readings can be large or run the other way; tested in mouse RAW 264.7 cells; also: potency is read from the fitted curve at half-maximal effect; % is scaled to controls: 0 for no effect and ±100 for the full control effect; nearly all actives have a fitted effect of over 55% in size
# Eya2 phos inh: qHTS Assay for Inhibitors of the Phosphatase Activity of Eya2. Protein phosphatase EYA2 (Homo sapiens), O00167. recombinant Eya2, OMFP fluorescence dephosphorylation (OMFP is methylfluorescein phosphate). Potency, µM (highest dose often 76.9 µM), inactives show top-dose activity, negative = inhibition, hits mostly inhibitors. 330,000 tested, 0.006% active. AID 488837, 2010; also: potency is read from the fitted curve at half-maximal effect; % is scaled to controls: 0 for no effect and ±100 for the full control effect
#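 Eya2 protein (added as 0.2 uM solution) was preincubated with compound for 10 min at ambient temperature in 50 mM HEPES pH 7.5, 50 mM NaCl, 5 uM MgCl2, 0.05% BSA, 1 mM DTT. OMFP (added at 50 uM) then reacted 10 min; fluorescence read at 485/525 nm.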
# TSHR antagonist: Antagonists of the Thyroid Stimulating Hormone Receptor: HTS campaign; activity change, negative = inhibition, % at 11.5 µM; AID 504810, 2011; Thyrotropin receptor (Homo sapiens), P16473; 330,000 tested, 0.2% active; TSHR-expressing cells, TSH-stimulated cAMP HTRF, 2 h; hits give low values;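 active = activity change below a set negative limit, meaning inhibition stronger than a set level, cut at about -70% in these data; inconclusive = activity change between two set negative limits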; also: % is scaled to controls: 0 for no effect and ±100 for the full control effect
# Target sequence (P16473 whole entry, looked up): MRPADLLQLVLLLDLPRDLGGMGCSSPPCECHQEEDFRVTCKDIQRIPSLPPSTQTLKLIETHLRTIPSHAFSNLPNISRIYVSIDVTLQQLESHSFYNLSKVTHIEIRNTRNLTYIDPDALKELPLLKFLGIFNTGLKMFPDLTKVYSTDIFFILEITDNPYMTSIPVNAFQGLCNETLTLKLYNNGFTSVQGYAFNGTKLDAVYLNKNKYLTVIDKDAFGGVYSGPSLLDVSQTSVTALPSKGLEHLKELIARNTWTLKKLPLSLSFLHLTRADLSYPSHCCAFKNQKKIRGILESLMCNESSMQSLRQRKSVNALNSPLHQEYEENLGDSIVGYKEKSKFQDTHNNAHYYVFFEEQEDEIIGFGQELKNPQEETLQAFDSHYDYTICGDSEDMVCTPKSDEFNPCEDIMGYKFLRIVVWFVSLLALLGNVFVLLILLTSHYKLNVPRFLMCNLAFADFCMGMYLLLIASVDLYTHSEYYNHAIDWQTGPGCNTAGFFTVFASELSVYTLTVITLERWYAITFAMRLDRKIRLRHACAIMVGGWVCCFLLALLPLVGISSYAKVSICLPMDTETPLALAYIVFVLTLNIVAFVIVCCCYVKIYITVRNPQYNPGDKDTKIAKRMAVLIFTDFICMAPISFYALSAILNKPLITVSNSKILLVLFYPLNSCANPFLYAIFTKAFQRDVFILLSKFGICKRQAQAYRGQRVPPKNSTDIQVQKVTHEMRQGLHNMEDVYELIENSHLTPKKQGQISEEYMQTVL
#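 Inhibition of cAMP made by TSHR-expressing cells under TSH stimulation (4nM final, EC80; 2 h, 37 deg C) is quantified with a one-step lysis HTRF kit, anti-cAMP cryptate versus cAMP-d2.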
# USP2a block: qHTS Assay for Inhibitors of Ubiquitin-specific Protease USP2a Using CHOP2 as the Reporter; USP2 core, Ub-CHOP2 coupled fluorogenic reporter, 485/531; 330,000 tested, 0.01% active; Ubiquitin carboxyl-terminal hydrolase 2 (Homo sapiens), O75604; AID 463254, 2010; Potency, µM (highest dose often 38.3 µM), for the others: at the top dose activity change, negative = inhibition, actives largely listed as inhibitors;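 also: potency is read from the fitted curve at half-maximal effect; plate controls were DMSO wells for no effect and full inhibition by NEM control for full effect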
#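 USP2 core (10nM final) preincubated 30min RT with compound in 20mM Tris-HCl pH 8.0, 2mM CaCl2, 2mM beta-mercaptoethanol, 0.05% CHAPS; 25nM Ub-CHOP2 plus 25nM reporter substrate added, fluorescence (Ex485/Em531) read after 60min.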
# Chronic BCR inh: qHTS Assay to Find Inhibitors of Chronic Active B-Cell Receptor Signaling | ABC-DLBCL IkBa-CBG/CBR reporter, luminescence ratio, 4 h | Potency, µM (titrated, usually from 46.1 µM), without a hit: at the highest dose ratio change, negative = lower green/red ratio, usual class: inhibitors | 340,000 tested, 0.05% active | AID 493014, 2011; active = well fitted inhibition curve with a large enough effect in the signal ratio, with a control signal flat, not every such curve was filed as active; inconclusive = small, poorly fitted or top-dose-only effect, or effect the other way, or a change in a side signal; the % refers to the signal ratio;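 also: potency is read from the fitted curve at half-maximal effect; plate controls were basal doxycycline-induced cells for no effect and cells given 10 µM MG132 for full effect; MG132 reads +100%, hits lower the ratio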
#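 Compounds up to 46 uM were incubated four hours with TMD8 cells whose green CBG68 luciferase is fused to IkappaBalpha; red CBR luminescence normalised the signal, and concentration-effect curves were fitted to fusion, red and ratio data.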
# TCR activator: Activators of T cell receptors: qHTS campaign; primary human leukocytes, anti-CD3, IL-2 HTRF, 48 h; Potency, µM (titrated, usually from 9.22 µM), for the others: top-dose activation of IL-2 secretion, usual class: activators; 330,000 tested, under 10 active; also: % of control where 0% means no effect
#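 Activity was scored as IL-2 release from primary human leukocytes given only a TCR signal (a-CD3 beads) plus compound for 48 hr. Detection used a two-antibody HTRF format read at 665nm.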
# Tb PFK block: qHTS Assay to Find Inhibitors of T. brucei phosphofructokinase; Potency, µM (top dose mostly 57.5 µM), for inactives: at the top dose activity, negative = inhibition, most hits filed as inhibitors; T. brucei PFK, ADP-Glo luminescence; 330,000 tested, 0.17% active;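 also: potency is read from the fitted curve at half-maximal effect; 0% = uninhibited 1x PFK enzyme wells and -100% = no-enzyme wells; nearly all actives have a fitted effect of over 60% in size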
#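 Luminescent ADP detection (ADP-Glo, two-step: ATP depletion then ADP-to-ATP conversion for luciferase) reported PFK activity after 45 min room-temperature reaction of 1.25 nM enzyme with 0.5 mM F6P and 0.1 mM ATP at pH 8.0.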
# ELG1 repair inh: qHTS screen for small molecules that inhibit ELG1-dependent DNA repair in human embryonic kidney (HEK293T) cells expressing luciferase-tagged ELG1. HEK293T ELG1-luciferase reporter, luminescence, 16 h; DNA damage induced by 5-fluorouridine. Potency, µM (top dose mostly 46.1 µM), inactives show at the top dose activity change, negative = inhibition, most hits filed as inhibitors. 330,000 tested, 2.3% active. AID 504467, 2011; also: potency is read from the fitted curve at half-maximal effect; % is scaled to controls: 0 for no effect and ±100 for the full control effect; nearly all actives have a fitted effect of over 55% in size
#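 Quantitative HTS, concentration-response format. 2,000 cells/well co-treated with 5-fluorouridine and compound, 16 hr in 5% CO2 at 37 °C; ONE-Glo luminescence read after 30 min.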
# Mito fusion act: qHTS Assay for Small Molecule Inhibitors of Mitochondrial Division or Activators of Mitochondrial Fusion. S. cerevisiae fusion-defective mutant growth rescue, CellTiterGlo 48 h. Potency, µM (doses to about 46.1 µM), without a hit: at the top dose growth rescue (activation), most hits filed as activators. 320,000 tested, 0.23% active. AID 485298, 2010;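 also: potency is read from the fitted curve at half-maximal effect; % of control where 0% means no effect; nearly all actives have a fitted effect of over 45% in size; temperature-sensitive fusion mutants such as fzo1-1 at 37 °C on non-fermentable ethanol glycerol medium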
#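 Read-out: ATP-based luminescence (CellTiterGlo, 10 min ambient) reporting growth of fusion-defective ts yeast after 48 hours at 37C on glycerol/ethanol YPEG medium in the presence of compound.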
# B2AR arrestin: qHTS assay of beta-arrestin-biased ligands of beta2-adrenergic receptor | beta-arrestin recruitment to beta2AR, cell-based reporter | Potency, µM (top dose mostly 46.1 µM), inactives show top-dose activation, most hits filed as activators | 330,000 tested, 0.02% active;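 also: potency is read from the fitted curve at half-maximal effect; 0% = DMSO controls and full agonism = EC100 isoproterenol or metaproterenol; nearly all actives have a fitted effect of over 65% in size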
# Numbers without * were called inactive; ? = inconclusive; nt = not tested or not shown; [ ] = dose if it differs, or a comment. Unless noted, calls follow the shape of the dose curve; as a rule, active = well fitted curve in the direction sought with a large enough effect; inconclusive = small, poorly fitted or top-dose-only effect, or another doubt; inactive = no such curve, though single readings can be large; an effect the other way counts as inactive or inconclusive. No enrichment for hits; overall some 3% were active at least once.
# Sequence of screens: TSG101-PTAP inh	uPA generation	Eya2 phos inh	TSHR antagonist	USP2a block	Chronic BCR inh	TCR activator	Tb PFK block	ELG1 repair inh	Mito fusion act	B2AR arrestin
CCn1c(=N)n(CC(O)COc2ccc(C)cc2)c2ccccc21 (configuration not stated)
  0%	-1%	4%	-6	-1%	5%	-1%	2%	?	1%	0.0%
COc1ccccc1CN1CCC(CNS(=O)(=O)c2cc(-c3onc(C)c3C)ccc2OC)CC1
  -1%	?	1%	4	1%	-11%	-2%	2%	0%	1%	0.4%
Cc1ccc(-n2cccn2)c(CN2CCC(CO)(CCc3ccccc3)CC2)c1
  -1%	-6%	19%	8	-1%	-3%	-19%	-2%	-3%	1%	-1.3%
COc1ccc(C)cc1NC(=O)c1cc2cc3ccc(C)cc3nc2o1
  nt	nt	0%	11	2%	?	nt	1%	-2%	-2%	-0.4%
Cc1ccccc1C(=O)NC1CCN(CC(=O)Nc2ccc(Br)cc2)CC1
  0%	-3%	-12%	-3	3%	0%	0%	1%	-25%	-2%	-1.0%
COCCNC(=O)C(c1ccccc1)N(Cc1cccs1)C(=O)Cn1nnc2ccccc21 (configuration not stated)
  -5%	0%	3%	6	-1%	-1%	7%	-2%	0%	1%	-1.2%
Cc1cc(-c2nnc(-c3cccc(Cl)c3)o2)no1
  -3%	-2%	?	-7	1%	?	-3%	1%	?	-4%	-0.9%
CCN(CCO)c1nc(SC)nc2c1sc1nc(-c3ccco3)c3c(c12)CCC3
  -3%	-3%	-1%	5	-6%	14%	4%	-14%	?	-7%	3.4%
CC(C)c1nccn1S(=O)(=O)c1cc(Cl)ccc1Cl
  -3%	-1%	11%	3	1%	?	-7%	5%	3%	-3%	0.1%
Cc1cccc(-c2nn(-c3ccccc3)cc2C(=O)N(C)CC(=O)Nc2ccc(N3CCOCC3)cc2)c1
  -9%	4%	9%	2	0%	?	4%	-12%	12µM*	1%	0.0%
CCCCn1c(=O)c(CCC(=O)OCC(=O)NC(C)c2ccccc2)nc2ccccc21 (configuration not stated)
  -2%	2%	-7%	-2	-1%	3%	5%	-2%	0%	-5%	-0.4%
Brc1cccc(CNc2nc3ccccc3n2CCN2CCCCC2)c1
  -5%	?	-8%	-2	0%	?	0%	0%	?	-6%	-0.3%
O=C(c1ccccc1)c1nn(-c2ccccc2)c2nnc(Cc3ccccc3)c(=O)n12
  0%	-16%	-2%	-15	-2%	13%	4%[46.1 µM]	-3%	?	?	0.5%
CCc1nc(N2CCCC(C)C2)c2oc3ccccc3c2n1 (configuration not stated)
  -8%	nt	-7%	19	-6%	0%	1%	-7%	?	13%	-0.3%
CCC(=O)N1CCc2cc(S(=O)(=O)NC(Cc3ccccc3)C(=O)NC3CCCC3)ccc21 (configuration not stated)
  -5%	5%	13%	-1	1%	1%	nt	-5%	-12%	-1%	-3.1%
Cc1ccc2c(c1)cc1c(=O)n(CC(=O)NCc3ccccn3)nc(C)n12
  4%	9%	-14%	5	3%	-10%	3%	-6%	0%	2%	-0.2%
CCC1CCCCN1C(=O)COC(=O)c1n[nH]c2ccccc12 (configuration not stated)
  0%	5%	4%	12	4%	?	-3%	1%	17%	-2%	-0.2%
CN(CC(=O)Nc1c(Cl)cccc1Cl)C(=O)CNC(=O)c1ccc2ccccc2c1
  -4%	-1%	9%	-3	-1%	-5%	5%	-11%	-27%	-1%	0.1%
COc1ccc(C2CC(=O)N(c3ccccc3)C3=C2C(=O)CCC3)cc1 (configuration not stated)
  1%	-6%	7%	12	-1%	1%	1%	-15%	5%	6%	-0.2%
Cc1cc(=O)n2nc(N3CCCC3C(=O)Nc3cccc(Cl)c3C)sc2n1 (configuration not stated)
  -3%	-7%	-14%	28	1%	11%	0%	6%	3%	4%	0.3%
Cc1ccc(C)c(NS(=O)(=O)c2cc(C(=O)NCc3ccco3)ccc2C)c1
  -9%	nt	16%	-2	2%	8%	0%	-8%	-25%	10%	0.3%
O=C(c1ccc(N2CCN(C(=O)c3ccc(F)cc3F)CC2)cc1)c1cccc(F)c1
  -2%	-24%	-10%	-45	1%	6%	-5%	3%	15µM*	-6%	-0.1%
CCOc1ccc(CCNC(=O)Cn2ccc3cc(S(=O)(=O)N4CCCC4)ccc32)cc1
  -2%	-6%	9%	-4	2%	1%	0%	2%	-7%	-2%	0.0%
Cc1ccc(S(=O)(=O)N2CCCCC2)cc1NC(=O)COc1ccccc1F
  -2%	-3%	4%	-8	3%	11%	2%	1%	4%	?	0.0%
c1ccc(-c2ccccc2OCCN2CCCCC2)cc1
  0%	-3%	-7%	0	1%	-5%	-5%[46.1 µM]	0%	-9%	5%	0.5%
CN(C(=O)CSc1nc(N)cc(N)n1)C1CCS(=O)(=O)C1 (configuration not stated)
  -4%	4%	3%	-1	0%	-8%	-3%	1%	-2%	0%	-0.2%
CC(C)(C)NC(=O)CCC1COc2ccccc2O1 (configuration not stated)
  nt	1%	18%	-5	2%	?	nt	0%	7%	0%	-0.3%
Cc1nc(CSc2nsc(C)c2C#N)cs1
  -1%	-4%	6%	35	-2%	?	11%	1%	?	13%	0.2%
COc1cccc(C2CC(c3ccc(NS(C)(=O)=O)cc3)=NN2C(=O)c2ccccc2)c1OC (configuration not stated)
  -5%	-1%	8%	-17	-2%	-4%	-3%	1%	?	1%	0.5%
COc1cc(NC(=O)c2ccc(Cl)cc2)c(OC)cc1NC(=O)CN1CCCCC1
  -2%	3%	6%	1	-7%	6%	2%	-9%	?	2%	-1.0%
CCCCc1nc(SCCOC)c2c(=O)n(C)c(=O)n(C)c2n1
  -1%	2%	-3%	-10	0%	0%	-7%	-6%	-29%	9%	0.0%
O=C(CNC(=O)Cn1ccc2ccccc2c1=O)NCCCN1CCN(c2cccc(Cl)c2)CC1
  -3%	2%	12%	6	1%	-1%	-8%	-4%	6%	1%	-1.5%
O=C(COC(=O)Cc1n[nH]c(=O)c2ccccc12)NNC(=O)c1ccccc1
  -9%	4%	2%	nt	0%	-5%	3%	-16%	6%	-3%	-0.2%
O=C(CCc1ccccc1)NNC(=O)c1ccco1
  -2%	-2%	-5%	12	-2%	12%	-4%	-4%	-10%	0%	0.0%
COc1ccc(C2C=C(c3ccc(C)cc3)Nc3ncnn32)cc1 (configuration not stated)
  -2%	-7%	-8%	10	6%	-11%	-1%	-1%	-14%	13%	3.2%
CCOc1ccc(CNC(=O)C2CCN(c3nnc(C)c4c(C)n(-c5ccc(C)cc5)nc34)CC2)cc1
  -5%	?	-4%	-5	5%	6%	-1%	-2%	-9%	6%	0.3%
CN(C)S(=O)(=O)N1CCC(C(=O)O)(c2ccccc2)CC1
  2%	-10%	6%	37	0%	?	-8%	-2%	-17%	10%	0.0%
Cc1cc(C)c2c(c1)cc(C)c1nnc(SCC(=O)N3CCCc4ccccc43)n12
  -1%	5%	0%	-2	-1%	6%	5%[46.1 µM]	-2%	-8%	9%	-0.1%
Nc1nnc(Cc2ccccc2)s1
  -6%	4%	1%	6	1%	-2%	-5%	-6%	-5%	1%	-0.8%

# Screening data from PubChem.
